Screening results deposited in PubChem by several laboratories.
bCat KO growth: beta-catenin-lacking colon tumor cell growth suppression; HCT116 beta-catenin knockout viability, CellTiter-Glo, 60 h; active compounds read low; viability, % at 10 µM; 140,000 tested, 1.5% active; AID 818;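 active means viability at or under a set limit, the compound median less 4 SD, cut at about 6% in these data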;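 further: 0% = Hyamine 1622 control at 20 µM and 100% = untreated cell control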
Phagocytosis inh: macrophage phagocytosis inhibition; J774A.1 macrophage IgG-bead phagocytosis, imaging; inhibition, % at 5 µM; 110,000 tested, 0.07% active;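 active means inhibition above the mean of the plate negative controls plus 5 SD, cut at about 13% in these data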;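 further: phagocytic index as fraction of beads internalized from green versus red external bead signal; plate controls were DMSO negative control for no effect and cytochalasin-D positive control for full effect; some results beyond the cut were filed as inactive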
Yeast growth inh: chemicals that inhibit yeast BB579 growth in restrictive medium (lifespan-shortening candidates); S. cerevisiae BB579 growth, OD615, 48 h; inhibition, % at 10 µM; 140,000 tested, 0.51% active;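 active means inhibition above a set limit, 3 SD over the mean compound inhibition, cut at about 44% in these data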; further: inactives centre near -24
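System: Saccharomyces cerevisiae DeaD strain BB579, replicative lifespan model yeast. Buffer or medium: restrictive glucose-based CSMM-D medium. Doses: one dose, 10 µM compound with 0.25% DMSO. Timing: 4 h preincubation and 48 h exposure at 30 °C. Detection: turbidity as optical density at 615 nm. Benchmarks: amphotericin B 10 µg/mL, positive.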
MRP-1 activ: MRP-1 activation | H69AR cells + doxorubicin, viability rescue, CellTiter-Glo | 140,000 tested, 0.61% active | viability increase, % at 10 µM | AID 799;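 active means viability gain under doxorubicin at or above a set limit, the compound median plus 3 SD, cut at about 4.7% in these data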;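 further: MRP-1 overexpressing cells given doxorubicin 25 µM after compound pretreatment; 18-22 h compound pretreatment then 72 h with doxorubicin before readout; 0% = doxorubicin-only wells and 100% = vehicle-treated cells without doxorubicin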
GALR2 blocker: antagonists of human galanin receptor 2 (GALR2) | O43603 | GALR2-expressing cells, antagonist mode | 140,000 tested, 0.39% active | inhibition, % at 4 µM | AID 828; in the data active means inhibition above about 27%;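 further: cells stimulated with galanin 1-16 at roughly its EC80; 0% = agonist challenge control and 100% = basal control without agonist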
Target sequence (O43603 whole entry, looked up): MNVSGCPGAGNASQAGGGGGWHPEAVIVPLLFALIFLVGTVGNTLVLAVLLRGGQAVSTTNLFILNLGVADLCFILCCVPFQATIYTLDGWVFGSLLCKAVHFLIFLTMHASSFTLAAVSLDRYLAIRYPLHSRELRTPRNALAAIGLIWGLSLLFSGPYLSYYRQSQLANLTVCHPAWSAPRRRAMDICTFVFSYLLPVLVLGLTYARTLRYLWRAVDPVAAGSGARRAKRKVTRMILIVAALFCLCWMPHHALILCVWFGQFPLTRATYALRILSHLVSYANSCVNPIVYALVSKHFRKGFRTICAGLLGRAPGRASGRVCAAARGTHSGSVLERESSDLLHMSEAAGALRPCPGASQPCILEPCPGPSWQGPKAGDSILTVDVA
PTEN del growth: PTEN-deleted cell growth suppression; HCT116 PTEN-null viability, CellTiter-Glo, 60 h; active compounds read low; viability, % at 10 µM; 140,000 tested, 1.2% active; AID 827;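 active means viability at or below a set limit, 4 SD under the median of all tested compounds, cut at about 3.7% in these data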;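 further: PTEN knockout HCT116 line with beta catenin targeted HCT116 as companion control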
Measles CPE: protection of cells from measles virus; Measles virus-infected cells, CPE protection, absorbance; protection (pct of control), % at 4 µM; 140,000 tested, 1.5% active; AID 841; in the data active means protection mostly above about 24%, no sharp cut-off; inactive means mostly below about 26%; further: some compounds called inactive have numbers as strong as hits
Yeast lifespan up: extends the lifespan of yeast. S. cerevisiae growth with nicotinamide, OD615; deaD strain in restrictive glucose medium. inhibition of the nicotinamide effect, % at 10 µM. 130,000 tested, 0.68% active. AID 775;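 active means inhibition above a set limit, placed 3 SD over the median of all compounds, cut at about 26% in these data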;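 further: 0% = nicotinamide-treated wells and 100% = cells grown without nicotinamide; some compounds called inactive have numbers as strong as hits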
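Buffer or medium: CSMM-D glucose medium, restrictive; test system: modified budding yeast, DeaD strain; compound: single dose 10 µM compound, 0.25% DMSO; schedule: culture preincubation 4 h, compound exposure 48 h, both 30 °C; detection: optical density (absorbance) at 615 nm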
E-sel TNF inh: blocks E-selectin expression induced by TNF alpha; HUVEC TNFa-induced E-selectin immunofluorescence, high content; 120,000 tested, 0.71% active; inhibition, % at 2 µM;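 active means inhibition above the batch mean plus 3 SD, and confirmed as a hit on visual image review, cut at about 43% in these data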;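 further: 0% = TNF-stimulated DMSO wells and 100% = unstimulated control wells; not every result past the cut was called active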
NPY Y2 blocker: blocks the human neuropeptide Y Y2 receptor; 140,000 tested, 0.99% active; NPY-Y2 expressing cells, antagonist mode; P49146; inhibition, % at 2.7 µM; in the data active means inhibition above about 17%;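 further: 0% = vehicle with agonist challenge and 100% = reference antagonist with challenge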
Target sequence (P49146 whole entry, looked up): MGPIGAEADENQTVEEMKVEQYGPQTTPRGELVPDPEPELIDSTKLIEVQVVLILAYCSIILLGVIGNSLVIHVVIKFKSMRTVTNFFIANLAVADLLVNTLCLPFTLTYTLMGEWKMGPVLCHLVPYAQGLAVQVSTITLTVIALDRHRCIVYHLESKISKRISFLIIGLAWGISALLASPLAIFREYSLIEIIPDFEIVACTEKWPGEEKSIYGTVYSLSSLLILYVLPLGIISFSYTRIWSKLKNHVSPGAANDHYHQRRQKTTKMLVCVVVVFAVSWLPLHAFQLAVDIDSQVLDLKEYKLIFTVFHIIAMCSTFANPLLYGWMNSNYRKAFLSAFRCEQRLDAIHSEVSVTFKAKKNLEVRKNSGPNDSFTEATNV
* marks the source's active call; other numbers are inactive results; . = no result given.

SMILES	bCat KO growth	Phagocytosis inh	Yeast growth inh	MRP-1 activ	GALR2 blocker	PTEN del growth	Measles CPE	Yeast lifespan up	E-sel TNF inh	NPY Y2 blocker
COc1cc2c(cc1NC(=O)C(C)N1CCN(S(=O)(=O)c3ccccc3[N+](=O)[O-])CC1)oc1ccccc12 (stereo unspecified)	88	.	-36	-3.6	10	90	5	-5	8	3
Cc1c(Cl)c(C(=O)NC2C3CC4CC(C3)CC2C4)nn1C (stereo unspecified)	95	.	-17	-2.4	-9	101	10	.	16	5
CC(C)(C)OC(=O)COc1cc(O)c2c(=O)cc(-c3ccccc3)oc2c1	86	-9	-5	-1.0	-5	92	17	2	-5	16
S=C1NC2(CCCCC2)N=C1c1ccccc1	78	-12	-55	1.1	-5	77	7	1	-1	3
O=S1(=O)c2ccccc2N=NN1Cc1cc(Cl)cc(Cl)c1	71	1	-52	0.5	-5	80	1	0	.	3
O=C(CSc1nc2c(c(=O)n1-c1ccc(F)cc1)SCC2)N1CCCC1	98	.	2	-1.4	1	97	10	-13	.	5
CC(C)Oc1ccc(C(=O)Nc2ccc(N3CCCC3)cc2)cc1	72	0	-41	-3.0	7	70	9	-19	-1	3
Cc1nc(Sc2ccccc2)c(C#N)cc1-c1ccccc1	92	.	-23	-2.8	-7	82	2	-20	.	5
COc1ccc(-c2ccc(OC)cc2)cc1	93	.	-30	0.9	-3	103	2	.	-15	0
C/C(=N\NC(=S)NCCc1ccccc1)c1ccc(C#N)cc1	101	.	-12	-3.0	2	91	10	0	8	10
O=C(c1nsc(Cl)c1Cl)N1CCCCC1	99	0	-67	0.2	8	88	4	-4	.	1
CC(Oc1ccc(NC(=O)c2ccco2)cc1)C(=O)N1c2ccccc2CC1C (stereo unspecified)	100	0	-49	-1.0	-3	82	0	-5	39	1
O=C(COc1ccc(S(=O)(=O)NCCc2ccccc2)cc1)N1CCCC1	96	-2	7	-0.1	10	96	6	-11	16	4
Cc1cccc(C)c1Nc1nc2ccccc2o1	90	0	5	-1.5	8	83	19	-7	22	0
Cc1cc2c(ncn2C(C)C)c(N)c1C	100	-1	-56	-1.8	-1	106	0	-3	.	-2
Cc1ccc(S(=O)(=O)N2CCCC2c2nc3ccccc3s2)cc1 (stereo unspecified)	84	.	-25	-2.2	6	80	9	-27	37	4
Cc1noc(C)c1C(=O)OCC(=O)NCCc1ccc(Cl)cc1	89	1	-58	-1.1	-4	88	4	-9	-1	4
CC(=O)NS(=O)(=O)c1ccc(N=NN2CCCCC2)cc1	102	-7	-10	-1.3	-4	103	9	1	22	3
CC1Cc2ccccc2N1C(=O)CSc1nnnn1C (stereo unspecified)	115	-1	-15	-1.1	1	104	5	-10	-24	3
O=C(Nc1c2ccccc2nc2ccccc12)C(Cl)(Cl)Cl	65	.	26	-0.5	-11	84	20	-13	-3	-1
Cn1c(=O)cc(SCC(=O)NCc2cccnc2)c2ccccc21	89	.	-18	-2.4	2	90	7	-3	-1	0
CCCC(CCC)=NNC(=O)CN(Cc1ccccc1)S(=O)(=O)c1ccccc1	99	-8	-20	-1.4	0	96	33	1	.	3
CCN(CC)CCNC(=O)c1cn(CC)c2ccc(S(=O)(=O)N(C)C)cc2c1=O	93	.	-29	-0.9	-11	94	3	-3	.	1
COc1cccc(CNC(=O)c2cc3ccccn3n2)c1	105	0	-9	-0.2	6	101	10	-20	.	2
CN1CCN(C(=O)CCCOc2ccc(Cl)cc2Cl)CC1	84	-1	-2	1.4	-2	76	5	-11	.	-1
CC1(C)CC(=O)C=C(NCCO)C1	103	0	-5	-0.2	10	91	3	-10	.	1
CCN(CC)C(=O)c1ccc2nc(-c3ccccc3)c(-c3ccccc3)nc2c1	87	-3	-54	2.2	-5	88	1	-3	4	-3
CCc1cccc(C)c1NC(=S)N1CCCC1C(=O)O (stereo unspecified)	95	.	-12	-1.6	2	95	4	1	.	0
CCOC(=O)CCC(=O)OCC(=O)NC(C)C1CC2CCC1C2 (stereo unspecified)	95	-1	-20	-0.8	-7	102	11	-3	.	0
O=C(CCN1CCN(Cc2ccccc2)CC1)Nc1ccc(OCc2ccccc2)cc1	70	0	16	-1.5	-2	70	4	-12	9	5
c1ccc2c(CNCCN3CCOCC3)cccc2c1	97	-2	10	-1.7	6	88	20	-7	0	4
COc1ccc(Nc2nc(Cl)nc(NCc3ccco3)n2)cc1	82	0	-3	-3.7	10	82	2	-4	-36	5
O=C(N/N=C/c1cccnc1)c1ccccc1[N+](=O)[O-]	87	-11	13	1.1	-4	100	10	5	.	0
O=C(NCCc1ccccc1)C(=O)N/N=C/c1ccccc1C(F)(F)F	101	-1	-78	0.0	-4	112	5	-4	.	1
O=C(NCc1ccco1)c1ccc(Oc2ccccc2)cc1	75	4	1	-1.1	-8	71	5	-8	-30	2
Cc1ccccc1NS(=O)(=O)c1cc(C(=O)N2CCCC2)ccc1C	119	0	-13	-1.8	-7	100	9	-8	17	1
COc1ccc(C(=O)CN2C(=O)NC3(CCCc4ccccc43)C2=O)cc1OC (stereo unspecified)	99	.	-12	-2.0	2	100	5	.	100*	1
COc1ccc(C(=O)Nc2nc3ccccc3c(=O)[nH]2)cc1	91	-1	14	-4.2	9	96	7	-10	15	-1
O=C(NCc1ccco1)c1nc2ncccn2n1	91	0	-9	-1.9	-2	97	9	-9	-17	6
O=C(NC(=S)Nc1cccc2cccnc12)c1ccccc1	93	.	-6	-4.0	2	94	10	-14	18	4
Cc1nnc(C)n1/N=C/c1cccc(Oc2ccccc2)c1	87	.	-11	-2.8	-1	86	6	-3	0	1
CCOC(=O)CN1C(=O)S/C(=C/c2cc(C)n(-c3ccccn3)c2C)C1=O	76	.	-40	-0.4	3	83	11	-13	0	1
Cc1ccc(NC(=O)COc2ccc(S(=O)(=O)N3CCOCC3)cc2)cc1	98	.	-52	-3.1	5	89	10	28	-11	-2
CC1(C)CC(=O)C(C(c2cccnc2)C2C(=O)CC(C)(C)CC2=O)C(=O)C1	91	-1	-24	-0.7	2	101	24	0	.	3
CC(C)On1c(SC(C)C)nc2ccccc2c1=O	76	.	-7	-2.2	-6	82	8	-29	6	0
Cn1sc(NC(=O)c2ccc(Cl)cc2)nc1=O	90	2	-14	0.1	-16	80	33	-22	1	8
Cc1ccc(SCCNC(=O)c2ccc(C)c([N+](=O)[O-])c2)cc1	93	.	-52	-1.0	2	89	12	-21	.	7
COc1cc(SC)ccc1C(=O)N1CCCCCC1	89	.	-35	-3.0	8	84	19	-4	-24	5
Cc1ccc(-n2c(C)nnc2SCC(=O)N2CCc3ccccc3C2)cc1C	97	0	-10	-3.6	-9	94	8	-7	3	1
CCOc1cccc(-c2nnc3sc(-c4cccs4)nn23)c1	104	-1	-55	-1.4	6	105	6	.	-14	5
CCOC(=O)c1[nH]c2ccccc2c1NC(=S)Nc1ccccc1C	90	.	-43	-2.9	24	99	2	5	-14	3
N=c1ccn(Cc2ccc(Cl)cc2)cc1	25	3	-5	-0.2	7	34	14	-9	37	4
CCOC(=O)c1c(NC(=O)Cn2cnc3sc(C)c(-c4ccccc4)c3c2=O)sc(C)c1C	76	5	-35	-2.3	-2	91	4	6	-3	4
COc1ccc(-c2nnc(SCc3nnc(-c4ccccc4)o3)n2-c2ccccc2)cc1	76	0	-13	-4.9	4	77	1	-16	-2	1
Brc1ccc(-c2nnc3sc(CNC4CCCC4)cn23)cc1	91	.	-29	-2.2	0	102	6	4	-13	2
CC(OC(=O)c1ccc(NS(=O)(=O)c2cccs2)cc1)C(=O)N(C)C1CCCCC1 (stereo unspecified)	92	7	-24	-3.2	-1	92	20	2	-40	2
COc1ccccc1NC(=O)c1cc(S(=O)(=O)N2CCC3(CC2)OCCO3)ccc1F	90	-4	-22	2.0	-13	86	12	-1	.	-2
COc1ccc(NC(=O)CSc2nncn2C)c([N+](=O)[O-])c1	101	-3	3	-1.6	3	97	7	-10	14	-1
O=C(Cn1nnc(-c2cccs2)n1)NCCc1ccccc1	100	.	-10	2.0	7	101	9	.	19	-2
O=C1N/C(=C\c2ccc(O)cc2)C(=O)c2ccccc21	5.8*	3	-40	-3.5	-3	7	10	-16	-18	0
The list continues:
SMILES	bCat KO growth	Phagocytosis inh	Yeast growth inh	MRP-1 activ	GALR2 blocker	PTEN del growth	Measles CPE	Yeast lifespan up	E-sel TNF inh	NPY Y2 blocker
O=S1(=O)N=C2CCCCCN2C(c2ccncc2)N1 (stereo unspecified)	96	0	-10	-0.9	-2	105	6	-7	3	4
CCOc1cc(C2C(C#N)=C(N)OC(C)=C2C(C)=O)c(Br)c(Br)c1OC(C)C (stereo unspecified)	12	.	-52	-7.1	-11	10	4	.	19	4
O=C(Nc1nc(-c2ccccc2)cs1)c1ccccc1NS(=O)(=O)c1ccc(F)cc1	4.4*	3	-19	-5.0	21	5	2	12	.	0
CCn1c(SCC(=O)c2[nH]c(C)c(C(C)=O)c2C)nnc1-c1ccccc1	70	-1	9	-1.9	21	66	21	-3	-5	3
COC(=O)c1ccc(S(=O)(=O)N2CCC(c3nc4ccccc4o3)CC2)cc1	80	-2	-25	-4.3	4	90	14	-4	-32	0
CCOc1ccc2nc(SC3CC(=O)N(c4ccc(OC)cc4)C3=O)sc2c1 (stereo unspecified)	94	0	-21	-2.7	-3	95	0	-10	-24	1
N#CC(C(=O)CCN1C(=O)C2CC=CCC2C1=O)c1nc2ccccc2[nH]1 (stereo unspecified)	83	0	-73	-1.2	-24	92	12	-15	9	-1
Cc1cccc(NC(=O)CSc2nnc([C@@H](N)Cc3ccccc3)o2)c1C	97	-1	-22	-2.0	-1	94	0	-2	-8	1
CC1=CC(=C2C(=O)c3ccccc3C2=O)C=C(C)O1	85	.	-21	-2.8	2	86	9	-1	1	1
Cc1nc2sc(C(c3cccc(F)c3)N3CCC(O)CC3)c(O)n2n1 (stereo unspecified)	98	-4	-32	-2.9	3	99	9	-1	11	-2
CCOc1ccccc1NC(=O)Cn1cnc2c(cnn2-c2ccc(C)c(C)c2)c1=O	98	-1	-36	-1.8	-7	96	5	-1	-16	2
COc1ccc(S(=O)(=O)N(CC(=O)Nc2ccc(S(=O)(=O)N3CCOCC3)cc2)Cc2ccc(F)cc2)cc1	73	-8	-32	-2.6	-5	77	36	1	-1	-2
CC1CCc2c(sc(N)c2C(N)=O)C1 (stereo unspecified)	101	-1	-32	-1.0	-18	95	11	-12	-10	0
O=C(Nc1ccn(Cc2ccc(Cl)cc2)n1)c1ccc2c(c1)OCO2	83	-1	-27	0.3	-5	84	15	-15	-5	5
COC(=O)[C@@H](N)CS	90	.	-34	-0.8	-2	95	42	4	.	-1
CC(CCc1ccccc1)NC(=O)C(Cc1ccccc1)NS(=O)(=O)c1cccs1 (stereo unspecified)	67	.	-36	-0.4	2	68	15	1	4	5
